Source: PubChem BioAssay (The Scripps Research Institute Molecular Screening Center)
GPR151 ag: human GPR151 activation; Q8TDV0; PathHunter beta-arrestin GPR151 cells, luminescence; activation, % at 11.2 µM; hit rate 1% among 650,000; in the data active means activation above about 4.9%;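 further: 0% = median of compound wells and 100% = cells with positive control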
Target sequence (Q8TDV0 whole entry, looked up): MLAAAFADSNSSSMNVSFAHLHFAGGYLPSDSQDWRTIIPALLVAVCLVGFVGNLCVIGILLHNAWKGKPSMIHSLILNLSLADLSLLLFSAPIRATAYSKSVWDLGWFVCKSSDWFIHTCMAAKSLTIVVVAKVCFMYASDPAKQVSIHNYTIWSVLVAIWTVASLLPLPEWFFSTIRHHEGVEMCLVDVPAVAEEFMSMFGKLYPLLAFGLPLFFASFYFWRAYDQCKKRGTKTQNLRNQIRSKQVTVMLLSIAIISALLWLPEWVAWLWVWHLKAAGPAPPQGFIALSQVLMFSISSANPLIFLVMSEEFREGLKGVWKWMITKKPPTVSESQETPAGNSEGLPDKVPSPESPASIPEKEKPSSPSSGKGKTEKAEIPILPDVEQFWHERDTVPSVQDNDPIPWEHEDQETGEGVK
MITF primary: inhibitors of human MITF. hit rate 0.91% among 650,000. O75030. AlphaScreen MITF homodimerization, bead proximity signal. inhibition, % at 2.6 µM; in the data active means inhibition above about 50%;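 further: 0% = vehicle wells with protein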
Target sequence (O75030 whole entry, looked up): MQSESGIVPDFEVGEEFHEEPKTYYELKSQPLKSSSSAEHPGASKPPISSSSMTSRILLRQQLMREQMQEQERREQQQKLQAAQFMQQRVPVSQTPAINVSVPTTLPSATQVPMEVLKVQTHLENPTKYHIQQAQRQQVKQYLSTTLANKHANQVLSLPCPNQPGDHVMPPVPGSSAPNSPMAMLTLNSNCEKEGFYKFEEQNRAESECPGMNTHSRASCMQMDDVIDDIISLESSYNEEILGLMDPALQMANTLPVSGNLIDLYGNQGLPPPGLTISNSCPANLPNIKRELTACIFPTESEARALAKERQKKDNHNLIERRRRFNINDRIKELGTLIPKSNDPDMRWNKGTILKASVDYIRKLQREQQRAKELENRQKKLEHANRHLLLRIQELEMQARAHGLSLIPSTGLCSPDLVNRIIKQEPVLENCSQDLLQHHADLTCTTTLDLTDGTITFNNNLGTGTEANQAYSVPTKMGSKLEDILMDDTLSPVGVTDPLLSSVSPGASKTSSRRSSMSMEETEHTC
TEAD-YAP block: TEAD-YAP interaction inhibition. HEK-TIYL cells, TEAD-Gal4/YAP UAS-luciferase luminescence. AID 1259422. inhibition, % at 9.12 µM. hit rate 1.4% among 640,000; in the data active means inhibition above about 32%;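 further: 0% = median of test compound wells and 100% = reference inhibitor wells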
FBW7 activator: human FBW7 E3 ligase activation, primary screen; hit rate 0.13% among 650,000; Q969H0; AlphaScreen FBW7–phospho-cyclin E peptide binding, activator screen; normalized activity (activation), % at 26.1 µM; in the data active means normalized activity above about 1.9%;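 further: purified mutant Fbw7 with reduced substrate affinity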
Starred values were filed as active, the others as inactive; & = joins results of further samples.

compound	GPR151 ag	MITF primary	TEAD-YAP block	FBW7 activator
FC(F)(F)c1cccc(Oc2nnnn2-c2ccccc2)c1	3.6	4.3	-1.4	0.2
CCOC(=O)c1ccc(NC(=O)CSc2cn(Cc3ccc(F)cc3)c3ccccc23)cc1	-0.4	-18.3	-0.2	-0.1
CC(C)CCSc1nc2ncn(C)c2c(=O)[nH]1	-0.5	9.6	5.2	0.0
CC(C)c1ccc(NC(=O)C2CCCN2S(=O)(=O)c2cccc3nsnc23)cc1 (stereo not given)	0.4	9.5	12.1	-0.5
Cc1ncc(CO)c2cc(C(N)=O)c(=Nc3ccc([N+](=O)[O-])cc3)oc12	-0.8	-11.0	-1.5	0.0
COc1ccc(Nc2c(-c3ccc(F)cc3)nc3cnccn23)cc1	-0.7	6.4	-4.8	0.0
NC(=O)Cc1cn(-c2ccc(Nc3ccncn3)nn2)c2ccccc12	-0.1	-2.4	-10.7	0.1
Cn1c(=O)[nH]c(=O)c2c1nc(N1CCN(Cc3ccccc3)CC1)n2Cc1ccccc1	1.1	-10.7	-18.3	-0.1
CCOc1ccc2[nH]c(=O)c(CN(CCO)C(=O)c3ccc(Br)cc3)cc2c1	-0.8	10.5	-0.7	-0.1
Cc1cc(C)c2c(n1)sc1c(SCc3ccccc3)nc(C)nc12	-0.2	-10.0	4.0	0.1
CC(C)C1N=C2c3ccccc3N=C(SCc3cc(=O)n4cc(Br)ccc4n3)N2C1=O (stereo not given)	-1.8	5.2	-11.1	-0.5
COc1cccc(-c2csc3nnc(SCC(=O)NNC(=O)c4ccco4)n23)c1	0.4	-7.9	5.7	-0.1
O=C(NCCCO)c1ccc2ccccc2c1	-0.4	-1.6	-20.6	-0.1
CC(=O)Nc1ccc(NC(=O)COC(=O)Cc2c[nH]c3ccccc23)cc1	-0.7	-9.2	8.8	0.6
CN(C)[C@@H]1CCN(Cc2cccc(Cl)c2)C[C@@H]1CCC(=O)NCCCn1ccnc1	-0.9	-3.5	1.4	0.2
O=C(Nc1noc2ncccc12)c1ccccc1Cl	-4.2	-6.4	94.4*	-0.5
COc1cccc(NC(=O)/C=C/c2cccs2)c1	-7.8	11.9	-45.4	0.9
Cc1ccnc(NC(c2ccc(OC3CCCC3)cc2)c2ccc3ccc(C)nc3c2O)c1 (stereo not given)	-1.5	10.3	-1.5	0.0
CC1=C(C(=O)OCCOc2ccccc2)C(c2cccc(O)c2)C2=C(CCCC2=O)N1 (stereo not given)	1.5	5.0	-0.9	0.3
c1ccc(OCCn2c(SCc3cccc4ccccc34)nc3ccccc32)cc1	-0.3	-4.1	-11.3	-0.2
COc1ccc2nc(NC(=O)c3ccc(C)c(C)c3)sc2c1	-1.9	2.9	-41.3	-0.2
Cc1nonc1CN(C)C(=O)CC1C(=O)NCCN1CCC(C)C (stereo not given)	3.2	10.9	-5.9	0.0
COc1ccc(C2C(C(=O)NCCCN3CCOCC3)c3ccccc3C(=O)N2C2CCCCC2)cc1 (stereo not given)	-0.2	-6.0	1.4	0.0
CC(=O)Nc1ccc(NC(=O)CNS(=O)(=O)c2c(C)cc(C)cc2C)cc1	1.3	-0.9	-0.5	0.0
O=C(CN1CCN(c2ccc([N+](=O)[O-])cc2)CC1)c1ccc(NS(=O)(=O)c2ccccc2)cc1	-1.4	18.0	4.8	0.1
COC(=O)c1ccc(NC(=O)CN(C)S(=O)(=O)c2ccc3ccccc3c2)cc1	-2.3	11.4	-8.1	0.4
O=S(=O)(c1ccc(Cl)c(Nc2nc3cc(Cl)ccc3o2)c1)N1CCOCC1	-0.4	4.3	-2.8	-0.1
O=C1C(SCCO)=C(SCCO)C(=O)c2ccccc21	-0.5&0.0	15.0&-0.9	5.0	0.3&-0.2
COc1ccc(C2C(C#N)=C(N)N(N(C)C)C3=C2C(=O)CC(c2ccccc2)C3)cc1OC (stereo not given)	-1.0	12.8	9.2	0.2
O=C(c1nn2c(C(F)(F)F)cc(-c3ccc(Br)cc3)nc2c1Cl)N(Cc1ccccc1)c1ccccc1	-0.9	0.6	-2.6	0.0
CC(C)Cn1c(N)c(C(=O)CSc2nncs2)c(=O)n(C)c1=O	-1.3	13.1	-13.9	0.3
Cc1cc(C)n(-c2nc3c(c(=O)n(C)c(=O)n3C)n2Cc2ccc(Cl)c(Cl)c2)n1	-0.5	1.1	-3.0	0.0
COCCCNCCOc1ccc(C(C)(C)c2ccccc2)cc1	0.1	36.4	-13.8	0.1
O=S(=O)(c1cccs1)N1CCc2nc(-c3cccnc3)nc(N3CCCC3)c2C1	-0.3	7.9	11.4	0.0
CC12CCC(C(=O)O)(C(Br)C1=O)C2(C)C (stereo not given)	-1.1	20.6	6.4	0.4
CC(NC(=O)c1ccccc1)C(=O)OCC(=O)N1c2ccccc2Sc2ccccc21 (stereo not given)	-1.3	4.9	-1.1	0.0
COC(=O)c1cc(-c2cccc(OC)c2OC)no1	2.6	-5.5	0.4	0.0
CC(=O)Nc1ccc(NS(=O)(=O)c2cc(-c3n[nH]c(=O)c4ccccc34)ccc2C)cc1	0.8	17.0	7.3	0.0
COc1cc2c(cc1OC)CN(c1cnccn1)CC2	2.0	4.4	-6.2	-0.2
CC(O)CNc1ncnc2c1nnn2Cc1ccccc1 (stereo not given)	0.0	-2.8	-2.3	-0.2
O=C(Nc1c(C(=O)c2ccc(Cl)cc2)oc2ccccc12)c1ccncc1	-1.0	5.8	-1.1	-0.1
O=C(NCc1ccc(Cl)cc1)Nc1ccc([N+](=O)[O-])cc1	-0.3	6.5	9.1	-0.2
Cc1cccc(-c2nc(C)c(CCNS(=O)(=O)c3cccc([N+](=O)[O-])c3)s2)c1	0.3	-2.5	-7.3	-0.4
CCOC(=O)Cc1csc(NS(=O)(=O)c2ccccc2)n1	0.1	-15.3	3.1	-0.2
CCOC(=O)c1cnc2c(C)cc(C)cc2c1NCCc1ccccc1	-0.1	-0.5	7.2	0.2
Cc1nc(-c2ccncc2)cc(N2CCc3ccccc3C2)n1	-1.2	11.9	-1.6	0.4
Cc1ccc2c(c1Br)C1(C(=O)N2)C(C#N)=C(N)OC2=C1C(=O)CC(c1ccco1)C2 (stereo not given)	2.7	-6.0	-3.9	-0.2
CCN(C(=O)c1c(OC)cccc1OC)c1nnc(-c2cccnc2)s1	1.4	-16.5	-6.4	-0.1
COc1ccc(NC(=O)/C(=C/c2ccco2)n2nnnc2-c2ccccc2)c(OC)c1	1.5	5.0	-7.2	-0.1
O=C(Cn1c(=O)oc2ccccc21)Nc1ccc(C(=O)NCc2ccccc2)cc1	-0.1	-4.0	-12.2	0.0
Cc1noc(/C=C/N(C)C)c1S(=O)(=O)N1CCN(C2CCCC2)CC1	-0.8	8.2	2.9	0.0
O=C(CSCc1ccccc1Cl)Nc1c[nH]c(=O)[nH]c1=O	3.3	15.0	7.3	0.1
CC1=NNC(=O)C1CC(=O)N/N=C/c1ccc(N(C)C)cc1 (stereo not given)	0.7	-4.3	11.8	0.1
COc1cccc(-c2noc(Cc3ccccc3)n2)c1	0.7	-18.8	-42.8	0.0
COc1cccc(C2CC(=O)N3CN(C4CCCCC4)CSC3=C2C#N)c1OC (stereo not given)	0.9	-7.0	-3.9	-0.6
O=C(CCN1C(=O)C2C3C=CC(CC3)C2C1=O)N1CCN(Cc2ccccc2)CC1 (stereo not given)	-0.2	-11.0	-3.4	-0.3
Cc1cnc(NCCN2CCOCC2)nc1NCc1ccccc1	0.9	12.3	4.3	0.2
O=C(Nc1ccc2ccccc2c1)C(=O)C1C(=O)Nc2ccccc21 (stereo not given)	-0.6	2.5	6.7	0.0
Cc1cccc(-n2c(SCC(N)=O)nc3c(oc4ccccc43)c2=O)c1	-0.7	9.9	5.5	-0.2
COc1ccc(NC(=O)CCNC(=O)C(c2ccccc2)c2ccccc2)cc1	-0.8	8.4	-1.8	0.4

Remaining list, next part
compound	GPR151 ag	MITF primary	TEAD-YAP block	FBW7 activator
Cc1ccc2nc(C3CCCCN3C(=O)Cc3nc4nc(C)cc(C)n4n3)[nH]c2c1 (stereo not given)	1.4	0.9	-17.4	-0.1
CC(NCC(O)COc1ccc2c(c1)CCC2)c1ccccc1 (stereo not given)	3.3	2.1	8.5	0.0
O=C(CCCC(=O)OCC(=O)c1ccccc1)Nc1ccccc1	0.3	3.7	-0.6	0.0
COCCNS(=O)(=O)c1ccc(Oc2ccccc2)cc1	1.4	7.5	2.9	0.1
CCC(C)(C)NC(=O)CN(C(=O)c1csnn1)c1ccc(Br)cc1	-0.5	12.8	-2.9	-0.1
Clc1ccccc1CSc1nc2ccccc2c2nc3ccccc3n12	0.2	8.1	3.2	0.0
CN(C(=O)c1ccccc1-c1ccccc1C(=O)O)c1ccccc1	2.1	-13.1	1.0	0.2
COc1ccccc1C1C(C(=O)Nc2cccc(C)n2)=C(C)NC2=C1C(=O)CC(C)(C)C2 (stereo not given)	1.7	-6.7	-1.3	0.1
O=C(NCCC1=CCCCC1)c1cc(-c2ccco2)[nH]n1	-0.7	-2.2	-9.0	0.0
CCCCn1c(=N)n(CC(O)COc2ccccc2)c2ccccc21 (stereo not given)	-2.4	3.1	4.0	-0.1
COCCCNC(=O)c1sc2ncnc(N3CCCCC3C)c2c1C (stereo not given)	-0.4	-3.1	-7.7	-0.1
COc1ccc(CNCCCn2ccnc2)cc1	0.3	6.7	-4.0	0.0
CC(C)CN(C1CCS(=O)(=O)C1)S(=O)(=O)c1ccc([N+](=O)[O-])cc1 (stereo not given)	-0.8	-17.9	-7.9	0.0
CSc1ccc2cc(CN[C@H]3CCCCNC3=O)c(N(C)C)nc2c1	0.5	8.7	14.9	-0.3
O=C1N=c2ccccc2=C1c1sc(Nc2ccc(Cl)cc2)nc1O	0.1	-5.1	0.2	0.0

Reprinted at random: three records from the list.
compound	GPR151 ag	MITF primary	TEAD-YAP block	FBW7 activator
Cc1ccc2c(c1Br)C1(C(=O)N2)C(C#N)=C(N)OC2=C1C(=O)CC(c1ccco1)C2 (stereo not given)	2.7	-6.0	-3.9	-0.2
COc1cccc(NC(=O)/C=C/c2cccs2)c1	-7.8	11.9	-45.4	0.9
CCCCn1c(=N)n(CC(O)COc2ccccc2)c2ccccc21 (stereo not given)	-2.4	3.1	4.0	-0.1

Additional results.
compound	GPR151 ag	MITF primary	TEAD-YAP block	FBW7 activator
Cc1ccc(C(=O)NC2CCCCC2)cc1S(=O)(=O)N1CCOCC1	2.1	-4.9	0.5	0.0
COc1cc(C2C(=O)N(C3CCCCCC3)CC(=O)N2Cc2ccc3c(c2)OCO3)ccc1OC(C)C (stereo not given)	1.8	-1.3	2.5	0.1
CCOC(=O)C1=C(c2ccccc2)NC(=O)NC1c1ccc(Cl)c([N+](=O)[O-])c1 (stereo not given)	0.5	8.1	1.6	0.4
COc1ccccc1NC(=O)c1c(NC(=O)c2ccccc2F)sc2c1CCCCC2	-0.5	-9.6	1.1	-0.1
C=C(C)c1cccc(C(C)(C)NC(=O)NCCC)c1	0.7	-4.9	-5.3	-0.1
COC(=O)Cn1nc(C)n2cccc2c1=O	-1.3	7.2	7.5	0.3
Cc1ccc(C(=O)OCc2ccc3c(c2)OCO3)cc1S(=O)(=O)N1CCCCC1	0.7	-1.1	1.4	0.6
COc1cc(Cl)c(C)cc1NC(=O)c1cc(S(=O)(=O)N2CCCC2)ccc1F	-0.8	5.9	-2.6	-0.1
O=C(Nc1ccc(N2CCOCC2)cc1)c1cccc(-n2nccc2NC(=O)c2cc3ccccc3o2)c1	-0.5	-14.2	-11.1	-0.2
COc1cc(C2C(C(=O)OCc3ccccc3)=C(C)NC(C)=C2C(=O)OCc2ccccc2)ccc1O	0.3	12.2	5.6	0.6
CN1C(C(=O)Nc2ccc(OC(F)(F)F)cc2)=CC(c2ccco2)=NS1(=O)=O	0.4	4.1	0.7	-0.1
COC(=O)c1sc2nc3cc(C)cc(C)c3cc2c1N	0.8	3.6	-8.7	0.2
Cc1ccc2oc(-c3cc(NC(=O)c4ccc(C)c([N+](=O)[O-])c4)ccc3O)nc2c1	-0.8	12.8	4.2	0.3
O=C(Nc1ccc(N2CCOCC2)cc1)c1ccnc(Nc2ncccn2)c1	3.7	58.6*	-6.9	-0.2
O=C(CCN1CCCCC1)NCC1OCCc2ccccc21 (stereo not given)	0.9	-8.3	5.8	0.0
Cc1ccc(/C=C/S(=O)(=O)NCCn2cnc(-c3ccccc3)cc2=O)cc1	-0.9	8.3	0.7	0.2
Cc1ccc(Nc2c(Cc3ccccc3)c(C)c(C#N)c3nc4ccccc4n23)cc1	1.4	17.1	-19.3	1.0
CC(C)n1c(N2CCN(c3ccccn3)CC2)nc2c(NCCCN3CCCC3=O)ncnc21	-2.3	6.7	8.4	0.6
COc1ccc(C2C(C#N)=C(N)OC3=C2C(=O)CC(C)(C)C3)cc1COc1ccccc1Br (stereo not given)	-1.1	8.2	-6.0	0.0
COc1ccc(-c2noc(CCC(=O)N(C)c3ccccc3F)n2)cc1	-0.4	-14.4	-13.6	0.1
CCOC(=O)C1=C(C)NC(=O)NC1c1cc(I)c(O)c(OCC)c1 (stereo not given)	-0.9	3.1	4.7	-0.1
Cc1nn(-c2ccccc2)c2sc(C(=O)OC(C)C)cc12	0.7	2.8	-1.7	-0.3
CCOC(=O)C1CSc2[nH]c(=O)sc2C1c1ccc(OC)c(OC)c1 (stereo not given)	-0.8	0.8	0.2	0.2
